Source: PubChem BioAssay
tolC growth inh: blocks growth of E. coli BW25113 tolC mutant; OD615; growth inhibition, % at 10 µM (by protocol); 2.2% of 65,000 active;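 active means growth inhibition at or above a cutoff equal to the mean over every tested compound plus 3 SD, cut at about 60% in these data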;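 further: growth measured after 20 h incubation at 37 °C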
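test system = E. coli BW25113 ΔtolC::kan bacteria | medium = LB with kanamycin 50 µg/mL | signal = OD at 615 nm | schedule = 37 °C, 20 h exposure | evaluation = % inhibition of E. coli growth | compound dosing = one dose of 10 µM final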
Cdc25B inh: human M-phase inducer phosphatase 2 inhibition; P30305; recombinant Cdc25B, OMFP fluorescence Ex485/Em525; inhibition, %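 (compounds tested at 10 µM final in the well)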; 0.1% of 65,000 active; in the data active means inhibition above about 50%
Target sequence (P30305 whole entry, looked up): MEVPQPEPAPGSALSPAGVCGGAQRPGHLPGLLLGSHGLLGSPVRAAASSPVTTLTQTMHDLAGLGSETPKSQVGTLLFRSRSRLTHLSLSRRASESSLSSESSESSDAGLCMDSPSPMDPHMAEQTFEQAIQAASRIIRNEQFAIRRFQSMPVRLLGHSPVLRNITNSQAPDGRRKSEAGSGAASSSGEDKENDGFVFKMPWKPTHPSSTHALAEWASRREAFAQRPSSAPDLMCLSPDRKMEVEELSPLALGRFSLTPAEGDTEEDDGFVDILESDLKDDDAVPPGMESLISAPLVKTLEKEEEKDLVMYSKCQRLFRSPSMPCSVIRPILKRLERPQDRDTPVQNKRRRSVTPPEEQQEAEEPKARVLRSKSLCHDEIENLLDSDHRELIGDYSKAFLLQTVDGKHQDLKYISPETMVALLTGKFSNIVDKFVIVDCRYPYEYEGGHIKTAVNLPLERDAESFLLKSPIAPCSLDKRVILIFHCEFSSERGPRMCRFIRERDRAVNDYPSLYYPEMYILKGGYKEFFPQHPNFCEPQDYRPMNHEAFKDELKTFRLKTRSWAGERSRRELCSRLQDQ
AP ELISA ortho: orthogonal test for alternative complement pathway inhibitors; Human serum alternative complement pathway, LPS-coated ELISA, C3 deposition; tested in compound mixtures; inhibition, % at 5 µM; 0.08% of 62,000 active; AID 1235;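 active means inhibition above 30% in each of the two pooled mixtures holding the compound, so the lower value exceeds 30%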;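 further: 0% = serum in Mg-EGTA without compound and 100% = EDTA serum blank; some compounds past the cut are filed as inactive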
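Medium: diluted human serum in Mg2+-EGTA GVB++. Assay system: human serum complement alternative pathway, C3 deposition onto LPS. Also added: Plate-bound LPS. Technique: Anti-C3 ELISA, OD 450 nm. Measure: percent inhibition. Incubation: 1 h at 37 °C. Dosing: 5 µM each compound, pools of ten, 50 µM per pool.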
Hsp90 block: displaces geldanamycin probe from tumor Hsp90 | P07900 | NCI-N417 lysate Hsp90, Cy3B-geldanamycin FP displacement | inhibition, % at 30 µM | 0.35% of 64,000 active;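 active means inhibition above 50%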;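 further: 0% = tracer plus lysate wells and 100% = tracer alone without lysate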
DUSP1 inh: blocks human MKP-1 phosphatase activity; P28562; recombinant MKP-1, OMFP hydrolysis fluorescence; inhibition, %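 (compounds tested at a single concentration somewhere between 10 and 100 µM)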; AID 374; 0.15% of 65,000 active;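 active means inhibition above about 50%, limit read from the data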;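 further: 0% = DMSO max control wells and 100% = wells with enzyme stopped by NaOH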
Target sequence (P28562 whole entry, looked up): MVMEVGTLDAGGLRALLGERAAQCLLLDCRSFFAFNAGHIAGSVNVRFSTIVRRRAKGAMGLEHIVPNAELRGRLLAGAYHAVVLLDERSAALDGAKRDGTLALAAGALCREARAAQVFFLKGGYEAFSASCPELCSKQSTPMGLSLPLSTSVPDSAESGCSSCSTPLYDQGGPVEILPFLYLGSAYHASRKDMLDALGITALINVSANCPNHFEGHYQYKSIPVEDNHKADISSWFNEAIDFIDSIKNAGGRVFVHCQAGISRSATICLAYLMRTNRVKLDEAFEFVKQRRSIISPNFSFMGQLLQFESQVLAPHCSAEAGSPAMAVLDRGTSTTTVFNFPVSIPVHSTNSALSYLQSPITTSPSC
D1 allo mod: allosterically modulates the human D1 dopamine receptor; P21728; HEK293 D1, CRE-luciferase, dopamine EC30 potentiation; actives deviate in either direction; B-score at 10 µM; 5.9% of 58,000 active; AID 641;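 active means luminescence count or its row- and column-corrected plate score outside the 99.7% band of the plate's sample wells, on either side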
CatB block: human cathepsin B inhibition; purified cathepsin B, fluorogenic substrate, fluorescence; inhibition, %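 (tested at 10 µM)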; 0.1% of 63,000 active; P07858; in the data active means inhibition above about 21%;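 further: 0% = enzyme with no compound and 100% = no enzyme blank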
Ec RNAP inh: Escherichia coli RNA polymerase inhibition; P0A8V2; E. coli RNA polymerase, fluorescence transcription assay; inhibition, %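 (tested at 10 µM)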; 0.2% of 62,000 active; AID 559; in the data active means inhibition above about 20%;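 further: 0% = enzyme without compound and 100% = no enzyme blank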
CatB mix inh: inhibitors of human cathepsin B in compound mixtures. 0.06% of 62,000 active. inhibition, %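 (ten-compound pools at 5 µM per compound and 50 µM total)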. Purified cathepsin B, AMC dipeptide fluorescence. AID 488; in the data active means inhibition above about 22%, passing the limit was not always enough;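 further: 0% = enzyme without compound and 100% = no enzyme blank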
* = called active by the depositor; / = no result given.

structure,CatB block,Hsp90 block,tolC growth inh,Cdc25B inh,CatB mix inh,DUSP1 inh,AP ELISA ortho,Ec RNAP inh,D1 allo mod
COc1ccccc1CNC(=O)c1cc2sccc2n1C,1,-3,3,2,3,-13,15,8,-1.1
CC(C)CCn1c(NCCN(C)C)nc2c1c(=O)[nH]c(=O)n2C,1,0,-42,4,3,-16,3,11,0.051
O=C(c1ccc(Cl)c(F)c1F)N1CCCC1,2,-1,-4,3,6,-3,-1,0,0.69
Cc1ccc2nc(CSc3nnc(Cc4cccs4)n3C3CCCCC3)cc(=O)n2c1,-4,/,9,-10,-4,9,0,7,/
Cc1ccc(S(=O)(=O)Cn2nnnc2C(CC(C)C)N2CCN(c3ccc(F)cc3)CC2)cc1 (stereo not drawn),-2,-1,14,-7,-2,-11,15,0,/
CCCCc1ccc(NC(=O)c2c(C)noc2C)cc1,0,-7,19,-2,8,6,8,9,-0.24
O=C1CCCc2c1[nH]c1ccc(CN3CCCCC3)cc21,3,2,-6,-6,2,11,14,0,0.48
CCC1C(=O)n2nc(-c3ccccc3)cc2N=C1C (stereo not drawn),2,1,10,-9,0,7,7,5,-2.3
Cc1ccc(Nc2cc(C)nn2-c2nc(C)cc(C)n2)cc1,0,-2,13,-7,5,29,13,6,-0.55
Cc1cc(C)n(-c2ccn(Cc3ccc(Cl)cc3Cl)c(=O)n2)n1,1,-2,20,3,23,-33,0,/,/
O=C(CC(Cc1ccccc1)C(=O)O)NCCc1ccc2c(c1)OCO2 (stereo not drawn),1,2,4,-3,1,-3,-7,10,-0.55
Cn1c(SCC(=O)N2CCCCC2)nc2cccnc21,3,-5,-12,2,2,-35,-3,8,-0.097
COc1ccccc1N1CCN(C(c2ccccc2Cl)c2nnnn2C(C)(C)C)CC1 (stereo not drawn),1,0,63*,3,-25,4,18,/,-1.6
O=c1[nH]c2ccccc2nc1-c1cccs1,-6,-6,-10,-5,2,16,7,-4,2.3
COc1cc(OC)cc(C(=O)NC(C(=O)NCCN(C)C)C23CC4CC(CC(C4)C2)C3)c1 (stereo not drawn),7,1,3,-1,1,-1,5,6,0.068
Cn1c(=O)c2cn(-c3cccc4ccccc34)cc2n(C)c1=O,-3,-4,18,-26,-1,-2,19,4,3.6*
c1ccc(Cn2nnc3c(N4CCCCCC4)ncnc32)cc1,7,-2,54,-17,5,-4,9,5,6.4*
CC(C)c1ccc(Nc2nc(NCc3ccco3)nc(N3CCOCC3)n2)cc1,4,-5,66*,1,3,1,12,9,0.53
COc1cc(C)c(C)cc1S(=O)(=O)N1CCN(Cc2ccc3c(c2)OCO3)CC1,3,-9,19,-4,1,-6,3,6,0.6
COc1ccc2nc(NC(=O)CN3CCN(C)CC3)sc2c1,0,1,-5,-6,6,2,15,2,-0.029

Continued:
structure,CatB block,Hsp90 block,tolC growth inh,Cdc25B inh,CatB mix inh,DUSP1 inh,AP ELISA ortho,Ec RNAP inh,D1 allo mod
COC(=O)c1ccc(-c2cc(C(=O)O)c3cc4c(cc3n2)OCCO4)cc1,-3,0,3,3,-2,2,6,2,-1.3
Cc1cc(NC(=O)c2cnn3cccnc23)no1,5,-12,-5,-5,9,-4,5,6,-0.62
CCOCCCn1c(=N)c(C(=O)NCc2ccc3c(c2)OCO3)cc2c(=O)n3cccc(C)c3nc21,-1,-4,29,4,1,10,1,5,0.65
CCN1CCN(c2c(Cl)cccc2NC(=O)c2ccc(Br)o2)CC1,2,-5,36,-20,6,9,12,-1,-0.61
Cc1cc(S(=O)(=O)Nc2cccc(O)c2)c(C)s1,3,-8,3,0,1,-13,3,7,-0.44
CCSc1nnc(NC(=O)c2c(-c3ccccc3Cl)noc2C)s1,2,-6,22,-6,2,-3,1,9,0.38
Cc1nnc(SCCOC(N)=O)n1C,2,4,-4,7,0,-9,-5,-12,/
COc1cc(OC)cc(-c2nnc(SCC(=O)N3CCOCC3)o2)c1,2,-3,-1,-12,3,7,-3,2,-0.7
CCC(=O)N1CCNC(=O)C1CC(=O)Nc1ccc(C)c(Cl)c1 (stereo not drawn),7,-4,-4,-5,8,8,-11,5,0.34
CC1CCC(NC(=O)c2ccc(N3CCCC3=O)cc2)CC1 (stereo not drawn),3,-3,-10,-5,-4,2,-5,4,-0.33
Cc1cc(C)c(C#N)c(SCC(=O)NC2CC2)n1,3,-5,7,-18,/,-12,/,5,-1.9
O=C(NCCCN1CCOCC1)c1ccc(Br)cc1,1,-4,-12,-5,2,10,5,-2,-0.09
COC(=O)c1sc2nc(-c3ccccc3)nc(N3CCN(C)CC3)c2c1C,7,-11,3,-14,1,8,3,4,-0.96
Cc1ccc(S(=O)(=O)NCCC(=O)NCc2ccccc2)cc1,5,-2,-2,-2,0,26,-7,14,0.25
CCOC(=O)N1CCN(C(=O)CSc2nnc(-c3ccccc3OC)o2)CC1,1,1,-19,-13,3,13,9,1,1.4
CCn1c(SCC(=O)c2[nH]c(C)c(C(C)=O)c2C)nnc1-c1cccs1,6,-3,-1,-2,0,-10,3,4,-1
O=S(=O)(Nc1ccc2c(c1)nc1n2CCN(Cc2ccccc2)C1)c1ccccc1,3,-24,41,-8,4,20,13,8,-0.78
Cc1ccccc1-n1c(SCC(=O)N2CCOCC2)nc(O)cc1=O,-9,1,-13,-8,5,1,23,0,0.5
Cc1cc(C)nc(-n2nc(C)c(Sc3ccc(F)cc3)c2N)n1,8,-4,47,4,2,7,1,7,0.5
Cc1cc(C(F)(F)F)nc(NCc2ccc(F)cc2)n1,1,/,14,-6,5,29,17,5,-0.014

More entries
structure,CatB block,Hsp90 block,tolC growth inh,Cdc25B inh,CatB mix inh,DUSP1 inh,AP ELISA ortho,Ec RNAP inh,D1 allo mod
CCOC(=O)c1cccc(NC(=O)CSc2nnc(C3CCCCC3)n2C)c1,-2,-2,8,1,5,-12,8,12,-0.17
CCc1ccc(N2CC(C(=O)OCC(=O)NC3CCS(=O)(=O)C3)CC2=O)cc1 (stereo not drawn),6,-5,-13,-6,5,12,-8,6,-1.1
CCNc1nc2c(c(=O)[nH]c(=O)n2C)n1Cc1ccc(F)cc1,-2,-1,0,6,-4,5,0,2,1.7
Cc1nc(NCCNC(=O)c2ccco2)c2c(C)c(C)sc2n1,-2,-1,-11,-7,1,5,1,1,1.5
CC(=O)c1ccc(OCC(O)CN2CCC(C)CC2)cc1 (stereo not drawn),2,-2,-6,-6,-5,2,-3,4,-0.58
Cc1ccc(-c2ccc(=O)n(CCC(=O)NCCN3CCCCC3C)n2)cc1 (stereo not drawn),6,-4,-1,-1,6,-2,1,4,-0.35
CCN(CC)S(=O)(=O)c1ccc(O)c(C(=O)OCC(=O)N(C)Cc2ccccc2)c1,3,0,10,22,4,3,2,4,-0.61
COc1ccc(S(=O)(=O)N2CCCN(CC(=O)Nc3ccc4c(c3)OCO4)CC2)cc1,8,0,18,2,7,6,3,6,-0.53
NC1=C(c2ccc(F)cc2)C(=O)CS1,-3,/,17,4,2,-2,13,0,-0.14
CCOc1ccc(NC(=O)C2CCCN(S(=O)(=O)c3c(C)n[nH]c3C)C2)cc1 (stereo not drawn),5,2,2,-14,2,-1,13,11,-1.2
CCOC(=O)N1CCC(NC(=O)CNS(=O)(=O)c2ccc(Br)s2)CC1,-5,-5,-17,-6,9,23,16,3,-0.27
COc1ccc(-c2nc3c(c(SCC(=O)N4CCOCC4)n2)COC(C)(C)C3)cc1,0,2,0,-20,0,10,2,3,-1.8
Cc1ccc2c(c1)NC(=O)C(CC(=O)NCCCN1CCc3ccccc3C1)O2 (stereo not drawn),2,-3,-8,-3,5,7,17,0,-1.9
Brc1ccc(Oc2nsnc2N2CCOCC2)cc1,1,1,36,-16,5,23,20,4,1.6
COc1ccc(-c2nnc(SCC(N)=O)n2N)cc1,-1,0,-8,-4,1,-18,12,2,-0.3
CCOc1ccc(Nc2nc(CC(=O)OC)cc(=O)[nH]2)cc1,1,-9,2,-7,5,5,15,9,-0.7
O=C(NCCC1=CCCCC1)c1ccc(CN2CCOCC2)cc1,0,-2,-10,-2,-2,15,8,8,-1.3
c1cncc(-c2nc(Oc3ccc(-c4nnco4)cc3)c3c4c(sc3n2)CCCC4)c1,-2,1,6,-10,-2,32,-13,5,0.39
Cc1ccc(C)c(C(=O)CC2(O)C(=O)Nc3ccccc32)c1 (stereo not drawn),4,-1,-3,2,4,-5,8,1,0.12
CS(=O)(=O)N(CC(=O)N1CCCC1)c1ccc(OCc2ccccc2)cc1,-1,0,14,1,4,8,-4,6,-0.21

Arranged by formula weight (smallest number first): 5 of the compounds above.
structure,CatB block,Hsp90 block,tolC growth inh,Cdc25B inh,CatB mix inh,DUSP1 inh,AP ELISA ortho,Ec RNAP inh,D1 allo mod
NC1=C(c2ccc(F)cc2)C(=O)CS1,-3,/,17,4,2,-2,13,0,-0.14
CC(=O)c1ccc(OCC(O)CN2CCC(C)CC2)cc1 (stereo not drawn),2,-2,-6,-6,-5,2,-3,4,-0.58
O=C(CC(Cc1ccccc1)C(=O)O)NCCc1ccc2c(c1)OCO2 (stereo not drawn),1,2,4,-3,1,-3,-7,10,-0.55
CCOC(=O)c1cccc(NC(=O)CSc2nnc(C3CCCCC3)n2C)c1,-2,-2,8,1,5,-12,8,12,-0.17
O=S(=O)(Nc1ccc2c(c1)nc1n2CCN(Cc2ccccc2)C1)c1ccccc1,3,-24,41,-8,4,20,13,8,-0.78

Additional results follow.
structure,CatB block,Hsp90 block,tolC growth inh,Cdc25B inh,CatB mix inh,DUSP1 inh,AP ELISA ortho,Ec RNAP inh,D1 allo mod
Nc1nc2n(n1)C(c1ccco1)CC(c1ccc(Cl)c(Cl)c1)N2 (stereo not drawn),3,1,16,6,8,23,3,8,0.23
Clc1ccccc1Cn1nnc2c(NCCN3CCOCC3)ncnc21,6,2,8,-8,5,-10,-9,7,/
Cc1ccc2c(c1)C1C=CCC1C(C(=O)O)N2 (stereo not drawn),1,-25,-14,51*,42,20,13,0,0.14
Cn1nc(-c2ccc(Cl)cc2)c2cc(C(=O)NCCCN3CCCC3)sc21,-3,-3,52,-19,4,-10,23,-5,-1.4
COc1ccc(C(CNC(=O)c2cc(C)oc2C)N2CCOCC2)cc1 (stereo not drawn),1,-1,0,-1,-4,11,1,8,-1.8
CCOc1ccc(-c2nnc(-c3cccnc3)o2)cc1OCC,0,-12,-9,1,3,14,11,-1,8.1*
CCCc1cc(=O)[nH]c(SCc2cc(C(=O)OC)c(C)o2)n1,4,-1,15,-11,3,21,9,0,-0.049
CCSC(SCC)[C@H](O)[C@@H](O)[C@H](O)[C@H](O)CO,7,3,7,5,4,-14,20,4,0.052
COc1ccc(S(=O)(=O)N(C)c2c(C)n(C)n(-c3ccccc3)c2=O)cc1OC,1,-2,-17,-2,0,-2,-6,2,-0.35
N#Cc1cn(CC(=O)N2CCCC2)c2ccccc12,-3,-24,-9,-17,1,-1,-1,3,-0.26
COc1ccc(C(=O)c2c(C)oc3ccc(O)c(CN4CCOCC4)c23)cc1,-1,0,11,-3,21,-1,-6,-4,-0.33
O=C(NC1CCCCCC1)c1c(O)c2ccccc2[nH]c1=O,0,1,-19,-16,5,5,5,2,-0.64
O=C1NCCCC2c3c(cc(Br)c(O)c3Br)OC12N1CCOCC1 (stereo not drawn),0,4,-14,0,9,-16,1,3,0.062
CCCn1c2c(c(O)c(C(=O)Nc3ccc(OCC)cc3)c1=O)CCCC2,0,0,12,-3,-1,-11,7,11,0.37
CN1CSC2=C(C#N)C(c3cccc(OCc4ccccc4)c3)CC(=O)N2C1 (stereo not drawn),-2,-4,0,-3,3,9,7,7,0.34
